# TCR act: activates T cell receptor signaling; primary human leukocytes, anti-CD3, IL-2 HTRF, 48 h; 330,000 tested, under 10 active; Potency, µM (top dose mostly 9.22 µM), without a hit: at the highest dose activation of IL-2 secretion, usual class: activators; AID 504894; further: % of control where 0% means no effect
#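 IL-2 produced over 48 hr by a-CD3 bead-stimulated primary human leukocytes exposed to compounds was detected with a homogeneous time-resolved FRET immunoassay, 665nm acceptor signal after 320nm excitation.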
# MLL CXXC-DNA inh: blocks binding of human MLL CXXC domain to DNA; Q03164; MLL-CXXC / FITC-HOXA9 DNA fluorescence polarization; Potency, µM (highest dose often 115 µM), without a hit: top-dose activity change, negative = inhibition, most hits filed as inhibitors; hit rate 0.037% among 290,000; AID 2662; active means well fitted inhibition curve with a large enough effect in the polarisation, with a control signal flat, not every such curve was filed as active; inconclusive means small, poorly fitted or top-dose-only effect, or effect the other way, or a change in a side signal; inactive means no such curve, though single readings can be large or run the other way; the % refers to the polarisation; further: potency means the concentration at half of the fitted maximal effect
#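 Purified MLL-CXXC (added from a 7 uM solution) was preincubated 5 min at ambient with pinned compounds in 50 mM Tris-HCl pH 7.5, 50 mM NaCl, 1 mM DTT, 0.05% BSA. Fluorescein-labeled HOX-A9 DNA (50 nM solution) followed, 30 min, then polarization read.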
# MBNL1-CUG inh: MBNL1-poly(CUG) RNA binding inhibition | hit rate 0.036% among 280,000 | Potency, µM (series often up to 57.5 µM), inactives show at the top dose activity change, negative = inhibition, hits mostly inhibitors | TR-FRET MBNL1-His/biotin-(CUG)12 binding, 665/545 ratio | AID 2675 | Q9NR56; active means well fitted inhibition curve with a large enough effect in the signal ratio, with a control signal flat, not every such curve was filed as active; inconclusive means small, poorly fitted or top-dose-only effect, or effect the other way, or a change in a side signal; inactive means no such curve, though single readings can be large or run the other way; the % refers to the signal ratio; further: potency means the concentration at half of the fitted maximal effect; on the % scale 0 is the no-effect control and ±100 the full control effect
# Target sequence (Q9NR56 whole entry, looked up): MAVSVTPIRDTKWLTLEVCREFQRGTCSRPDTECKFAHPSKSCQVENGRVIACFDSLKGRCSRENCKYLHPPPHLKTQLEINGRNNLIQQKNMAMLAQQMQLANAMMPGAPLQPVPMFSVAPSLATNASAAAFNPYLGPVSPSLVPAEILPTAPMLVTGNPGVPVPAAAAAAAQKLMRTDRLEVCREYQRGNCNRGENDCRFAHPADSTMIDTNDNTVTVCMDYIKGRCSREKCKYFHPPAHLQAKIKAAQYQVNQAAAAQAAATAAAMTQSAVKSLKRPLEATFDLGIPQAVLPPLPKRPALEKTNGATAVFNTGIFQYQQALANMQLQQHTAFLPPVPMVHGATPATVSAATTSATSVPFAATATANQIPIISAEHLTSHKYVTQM
#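 MBNL1-His + Biotin-(CUG)12, cpd titration 92 nM–58 uM; Tb anti-His Ab 0.055 ng/ul, SA-XL665 5 nM (final); 60 min RT; ratiometric 665/545 nm, Ex 340 nm; normalized to buffer and full-complex controls.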
# a7 integrin act: activators of alpha7 integrin expression for muscular dystrophy; Potency, µM (titrated, usually from 38.3 µM), without a hit: top-dose activation, usual class: activators; hit rate 0.064% among 350,000; alpha7betagal myoblasts, beta-gal FDG fluorescence, 48 h;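 further: potency means the concentration at half of the fitted maximal effect; 100% = response of the positive control SU9516; nearly all actives have a fitted effect of over 60% in size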
#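 Alpha7betagal+/- myoblasts (passage 13) were plated 16-24 hr, then exposed to compounds (1:260 dilution of DMSO stock) for 48 hours at 37C. After MPER lysis, β-galactosidase reporter activity was read as FDG fluorescence (ex 480/em 540) after 30 minutes.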
# Mito fusion act: inhibitors of mitochondrial division or activators of mitochondrial fusion; S. cerevisiae fusion-defective mutant growth rescue, CellTiterGlo 48 h; Potency, µM (titrated, usually from 46.1 µM), inactives show top-dose growth rescue (activation), hits mostly activators; hit rate 0.23% among 320,000; AID 485298;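 further: potency means the concentration at half of the fitted maximal effect; % of control where 0% means no effect; nearly all actives have a fitted effect of over 45% in size; temperature-sensitive fusion mutants such as fzo1-1 at 37 °C on non-fermentable ethanol glycerol medium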
#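 S. cerevisiae fusion-defective temperature-sensitive mutants (e.g. fzo1-1, mgm1-5) grown 48 h at 37C in YPEG (ethanol/glycerol non-fermentable) medium with 23 nl compound per well; growth rescue read as CellTiterGlo luminescence.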
# TSHR antagonist: blocks TSH signaling through the human TSH receptor; AID 504810; P16473; hit rate 0.2% among 330,000; TSHR-expressing cells, TSH-stimulated cAMP HTRF, 2 h; hits give low values; activity change, negative = inhibition, % at 11.5 µM;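 active means activity change below a set negative limit, meaning inhibition stronger than a set level, cut at about -70% in these data; inconclusive means activity change between two set negative limits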; further: on the % scale 0 is the no-effect control and ±100 the full control effect
#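 Read-out is FRET at 665 nm (cryptate excitation 337 nm) from a cryptate-tagged anti-cAMP antibody, competed by cell cAMP against cAMP-d2. Compounds are tested on freshly harvested TSHR cells challenged with 4nM TSH (EC80) for 2 hours at 37 deg C.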
# A-T KAP1 phos: potential ataxia-telangiectasia treatment. […] A-T fibroblasts, KAP-1 phosphorylation AlphaLISA; neocarzinostatin DNA damage 30 min before lysis. Potency, µM (top dose mostly 57.5 µM), without a hit: top-dose activation, usual class: activators. hit rate 0.19% among 320,000. AID 485349; further: potency means the concentration at half of the fitted maximal effect; % of control where 0% means no effect; nearly all actives have a fitted effect of over 45% in size
#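 hTERT-immortalized A-T patient fibroblasts ([…]), 500 cells/well in OPTI-MEM, 1% FBS, got compounds for 60 min, then NCS for 30 min at 37C. Lysates were then assayed for phospho-KAP-1 by AlphaLISA (anti-pKAP1 donor, anti-KAP1 acceptor beads), 6 hr at 25C.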
# TSG101-PTAP inh: blocks PTAP/TSG101 interaction to inhibit HIV-1 budding; 340,000 tested, under 10 active; Fluorescence polarization, FITC-PTAP peptide / Tsg101 binding; Q99816; Potency, µM (highest dose often 115 µM), without a hit: at the highest dose activity change, negative = inhibition, usual class: inhibitors; active means well fitted inhibition curve with a large enough effect in the main read-out, with a control signal flat, not every such curve was filed as active; inconclusive means small, poorly fitted or top-dose-only effect, or effect the other way, or a change in a side signal; inactive means no such curve, though single readings can be large or run the other way; further: potency means the concentration at half of the fitted maximal effect; % of control where 0% means no effect
#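 FP read-out: FITC-PTAP peptide, 50 nM final, binding Tsg101 binding domain, 10 uM final; 20 min, r.t.; 10 mM HEPES pH 7.5, 0.15 M NaCl, 0.01% Tween 20, 3 mM EDTA, 0.1 mM TCEP.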
# Menin MLL FP TR: menin-MLL binding inhibition, Texas Red mutant peptide; Potency, µM (highest dose often 61.6 µM), for the others: top-dose FP activity change, negative = inhibition, hits mostly inhibitors; O00255; AID 1768; Menin + Texas Red MLL mutant peptide, fluorescence polarization; hit rate 0.23% among 270,000; active means well fitted inhibition curve with a large enough effect in the polarisation, with a control signal flat, not every such curve was filed as active; inconclusive means small, poorly fitted or top-dose-only effect, or effect the other way, or a change in a side signal; inactive means no such curve, though single readings can be large or run the other way; the % refers to the polarisation; further: potency means the concentration at half of the fitted maximal effect; % of control where 0% means no effect; many of its hits are not listed in these tables
# S-ASM inh: human S-ASM enzyme inhibition. hit rate 0.006% among 340,000. Potency, µM (highest dose often 57.5 µM), without a hit: at the top dose activity change, negative = inhibition, most hits filed as inhibitors. P17405. placental ASM, HMU-PC fluorogenic substrate, 60 min. AID 504937; further: potency means the concentration at half of the fitted maximal effect
# Target sequence (P17405 47-631 limits assumed): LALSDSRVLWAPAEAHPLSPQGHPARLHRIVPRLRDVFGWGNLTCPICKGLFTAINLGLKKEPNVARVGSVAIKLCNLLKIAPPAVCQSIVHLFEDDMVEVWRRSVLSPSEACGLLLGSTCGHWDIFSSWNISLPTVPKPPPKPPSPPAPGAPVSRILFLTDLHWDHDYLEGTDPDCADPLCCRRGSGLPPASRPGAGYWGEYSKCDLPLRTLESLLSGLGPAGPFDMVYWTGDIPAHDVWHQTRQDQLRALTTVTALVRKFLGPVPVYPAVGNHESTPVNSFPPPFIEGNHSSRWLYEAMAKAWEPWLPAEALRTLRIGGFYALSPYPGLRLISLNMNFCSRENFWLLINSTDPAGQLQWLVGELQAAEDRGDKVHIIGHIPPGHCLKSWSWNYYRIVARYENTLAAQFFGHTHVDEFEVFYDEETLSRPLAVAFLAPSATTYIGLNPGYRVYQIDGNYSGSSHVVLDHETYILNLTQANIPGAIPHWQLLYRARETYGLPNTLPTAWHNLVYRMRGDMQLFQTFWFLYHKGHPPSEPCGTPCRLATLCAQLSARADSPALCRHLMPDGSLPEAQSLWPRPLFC
#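 Human placenta-derived ASM preincubated with compound 10 min at room temperature, then reacted with 9 uM (final) fluorogenic HMU-PC substrate for 60 min at 37 C. Stop solution raises pH to 10; fluorescence read at Ex 386/Em 447 nm.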
# The depositor's hits bear a star; u = inconclusive; x = not tested or not shown; [ ] = another dose, or the depositor's remark. Unless noted, the call rests on the fitted dose curve; in most records, active means well fitted curve in the direction sought with a large enough effect; inconclusive means small, poorly fitted or top-dose-only effect, or another doubt; inactive means no such curve, though single readings can be large; an effect the other way counts as inactive or inconclusive.
SMILES,TCR act,MLL CXXC-DNA inh,MBNL1-CUG inh,a7 integrin act,Mito fusion act,TSHR antagonist,A-T KAP1 phos,TSG101-PTAP inh,Menin MLL FP TR,S-ASM inh
COc1cc(OC)c(C(=O)OC(C)C(=O)Nc2cc(C(F)(F)F)ccc2Cl)cc1OC (centres undefined),-3%[46.1 µM],5%,-3%,-13%,14%,24,-10%,-2%,5%,-8%
CC(=O)NCCc1ccc(C(=O)CSc2nnc(C3CC3)n2C2CC2)cc1,0%,x,x,u,0%,45,9%,1%,x,4%
Cn1c(N)c(C(=O)COC(=O)/C=C/c2ccc(F)cc2)c(=O)n(C)c1=O,-1%,x,x,-24%,1%,208,4%,-3%,x,-7%
O=C(CCCOc1ccccc1)N1CCN(S(=O)(=O)c2ccc(Cl)cc2)CC1,7%,x,x,23%,15%,x,5%,0%,x,x
Cc1ccc(N2CC(C(=O)NCCC3=CCCCC3)CC2=O)cc1 (centres undefined),-2%,x,x,16%,16%,9,2%,-9%,x,x
Cc1ccc(C(=O)Nc2ccc3c(c2)ncn3C)cc1,3%,1%,-5%,7%,1%,5,12%,-2%,-4%,0%
CCS(=O)(=O)c1ccc(O)c(NC(=O)Nc2cccc3ccccc23)c1,-1%,-7%,u,-9%,-1%,-14,-8%,-5%,x,-24%
O=C(O)c1cc(-c2ccccc2)c(N2CCOCC2)s1,1%,14%,-1%,-4%,0%,-7,-4%,-7%,1%,2%
Brc1ccc2nc(-c3c[nH]c4ccccc34)cn2c1,4%,4%,44%[activator],-13%,-1%,0,-2%,-3%,u,7%
CC(=O)ON1C(C)(C)Cc2noc(N)c2C1(C)C,1%,4%,-2%,-11%,1%,3,1%,-3%,2%,2%
Cc1cc(=O)[nH]c(SCC(=O)c2ccc(C)c(C)c2)n1,5%,11%,-2%,-14%,-2%,1,-3%,5%,-1%,0%
CC(=O)N1CCN(C(=O)CCc2c[nH]c3ccccc23)CC1,3%,-1%,-13%,15%,0%,10,9%,-1%,-3%,0%
N#C/C(=C\c1cc2c(cc1Br)OCO2)c1ccc(C(=O)O)cc1,8%,-3%,10%,0%,5%,-1,-13%,-11%,18%,9%
Cc1nc(N)sc1C(=O)N/N=C/c1cccnc1,10%,9%,u,-1%,-3%,9,-6%,1%,-23%,0%
CCCC(=O)N(CCc1ccccc1)Cc1nc2ccccc2c(=O)[nH]1,-13%,-2%,-13%,-9%,1%,0,15%,-4%,2%,1%
COC(=O)c1cc(NC(=O)C2CC2)cc(C(=O)OC)c1,5%,2%,-3%,-7%,10%,-6,8%,-6%,1%,-2%
CCOC(=O)C(=O)Nc1ccc(S(=O)(=O)Nc2nccs2)cc1,16%,-2%,-8%,-17%,2%,-2,-3%,-4%,1%,-1%
CC(=O)OC[C@H]1O[C@@H](Sc2cccc3cccnc23)[C@H](OC(C)=O)[C@@H](OC(C)=O)[C@@H]1OC(C)=O,0%[46.1 µM],6%,4%,21%,0%,-1,-1%,-1%,5%,4%
O=C(COC(=O)CCCC1=NS(=O)(=O)c2ccccc2N1)Nc1ccccc1,12%,21%,1%,-19%,-3%,-4,2%,-2%,x,6%
Cn1nnc(NC(=O)c2cccs2)n1,-3%,0%,-9%,-10%,5%[9.22 µM],-2,0%,-2%,6%,4%
COc1ccc(CN2CCNC(=O)C2CC(=O)NCCCn2nnc3ccccc32)cc1C (centres undefined),-2%,8%,1%,-15%,-2%,-5,2%,-2%,x,-2%
CCOc1ccc2nc(NC(=O)C3CSC4(C)CCC(=O)N34)sc2c1 (centres undefined),x,x,x,0%,12%,-13,5%,0%,x,3%
CC(=O)N1CCN(C(=O)c2cccc(NS(=O)(=O)c3ccc(Br)cc3)c2)CC1,6%,x,x,-15%,-2%,-4,2%,-6%,x,1%
CN1C(=O)C(C)(C)c2cc(S(=O)(=O)N3CCC(C(=O)NCc4ccccc4Cl)CC3)ccc21,3%,5%,-1%,-3%,-2%,16,10%,0%,3%,0%
CC1=CC(C)(C)N(S(=O)(=O)c2ccc(C)cc2)c2ccccc21,-4%,17%,-8%,-37%,0%,-15,-8%,-8%,0%,-3%
CC1CCN(S(=O)(=O)N2CCC(C(=O)NCCN3CCOCC3)CC2)CC1,0%,-7%,-6%,10%,5%,19,-1%,-9%,x,1%
CCc1ccc2oc(-c3ccc(OC)cc3)cc(=Nc3c(C)n(C)n(-c4ccccc4)c3=O)c2c1,-5%,-4%,u,-62%[inhibitor],3%,-7,5%,-12%,-1%,-4%
COc1cc(NS(=O)(=O)c2ccc(NC(=S)NC(=O)C(C)(C)C)cc2)nc(OC)n1,1%,-20%,-2%,8%,-2%,-17,x,-8%,-8%,-1%
CN(C)c1ccc(C(c2nnnn2C(C)(C)C)N2CCc3ccccc3C2)cc1 (centres undefined),x,9%,4%,x,-6%,1,16%,x,-8%,x
COc1ccc(O)c(C(=O)c2coc(=N)c(C(=O)Nc3ccc(SC(F)F)cc3)c2)c1,4%,55%[activator],u,-4%,-3%,-19,-1%,5%,3%,-8%
CCOc1ncccc1C(=O)OC(C)C(=O)NC(=O)NC1CCCCC1 (centres undefined),0%,7%,0%,-11%,3%,-7,2%,0%,-19%,-1%
Cc1ccc(N(CC(=O)NCc2ccco2)S(=O)(=O)c2ccccc2)cc1,-2%,-14%,-13%,5%,-2%,74,6%,-3%,-9%,0%
CCCCC(CC)C(=O)N1CCN(C(=O)c2ccco2)CC1 (centres undefined),-9%,-3%,-2%,-4%,1%,-4,4%,2%,6%,-2%
O=C(O)c1ccc(N2C(=O)Nc3ccccc3N2O)cc1,4%,14%,-10%,-50%[inhibitor],-2%,65,4%,-5%,-5%,7%
Cc1c(Cl)cccc1NC(=S)NCc1ccco1,1%,-4%,-5%,9%,-7%,0,7%,-1%,x,3%
COc1cccc(C(=O)NCc2nnc(SCC(=O)Nc3nccs3)n2-c2ccccc2)c1,2%[46.1 µM],-4%,6%,4%,-4%,6,1%,0%,10%,-2%
CC1(c2cccc(Br)c2)NC(=O)N(CC(=O)Nc2cccnc2Cl)C1=O (centres undefined),10%,u,0%,-1%,3%,10,-1%,-2%,13%,2%
O=C(OCC(=O)N1CCCc2ccccc21)c1cccc(S(=O)(=O)N2CCOCC2)c1,-2%,x,x,4%,-10%,8,-4%,2%,x,-2%
O=C1C2C3C=CC(C3)C2C(=O)N1CCC(=O)N1CCc2ccccc21 (centres undefined),-3%[46.1 µM],8%,-2%,9%,1%,25,-3%,2%,-2%,0%
COc1cc(NC(=O)c2cc3ccccc3o2)c(OC)cc1Br,4%,2%,149%[activator],24%,-1%,18,26%,-2%,56%,47%[activator]
CC(=O)NC(=S)Nc1ccc(NC(=O)COc2ccc(Cl)cc2)cc1,-1%,10%,10%,19%,1%,-10,0%,-5%,-2%,-1%
C=CCOC(=O)C1=C(C)NC(SCC(=O)Nc2nccs2)=C(C#N)C1c1ccc(Cl)cc1 (centres undefined),-2%,3%,7%,16%,0%,-17,-5%,-1%,14%,-2%
O=C(CSc1ccc(F)cc1)Nc1ccc2c(c1)C(=O)NC2=O,12%,9%,u,-19%,13%,24,5%,-4%,2%,-1%
Cc1nnc(SCc2c(Cl)cccc2[N+](=O)[O-])s1,4%,21%,u,-3%,1%,-4,2%,0%,0%,0%
COc1ccc(C2=CN(Cc3ccccc3)C(c3ccccc3)CC2=O)cc1 (centres undefined),-8%,x,x,33%,x,27,2%,0%,x,27%
COc1cc2nc(N(CCCN(C)C)C(=O)c3ccc(S(=O)(=O)N4CCc5ccccc54)cc3)sc2cc1OC,4%,x,x,-45%[inhibitor],-10%,10,-11%,-3%,x,-4%
COc1ccc(Cc2nc(-c3ccc(-n4cccc4)cc3)no2)cc1,0%[46.1 µM],0%,0%,3%,1%,-13,8%,-3%,-18%,1%
CCOC(=O)C1CCCN(c2ncnc3c2cnn3-c2ccc(OC)cc2)C1 (centres undefined),-5%,6%,-3%,13%,13%,-20,3%,1%,4%,-3%

# A portion of the library; count on the stated rates, not on these rows.
